Screening data from PubChem BioAssay.
p53 reactivation: qHTS assay for re-activators of p53 using a Luc reporter; Potency, µM (titrated, usually from 92.2 µM), for the others: at the highest dose activity change, positive = activation, most hits filed as activators; H1299 p53-A138V BP100-luciferase reporter, luminescence, 24 h; 320,000 tested, 0.063% active; AID 504706, 2011; also: potency is read from the fitted curve at half-maximal effect; % of control where 0% means no effect; nearly all actives have a fitted effect of over 45% in size
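p53-null H1299 cells stably carrying temperature-sensitive p53-A138V and a BP100-luciferase reporter were pinned with compounds (4-point, 1:5 series) and held 24 hrs at 37 deg C. Luminescence was read 10 min after detection reagent.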
FLuc modulator: qHTS profiling assay for firefly luciferase inhibitor/activator using purifed enzyme and Km concentrations of substrates (counterscreen for miR-21 project). Luciferin 4-monooxygenase (Photinus pyralis), P08659. purified FLuc, Km substrates, luminescence inhibition. Potency, µM (highest dose often 57.5 µM), for inactives: at the highest dose activity change, negative = inhibition, actives largely listed as inhibitors. 360,000 tested, 6.9% active;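 also: potency is read from the fitted curve at half-maximal effect; plate controls were vehicle for no effect and reference inhibitor for full effect; nearly all actives have a fitted effect of over 55% in size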
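Purified P. pyralis luciferase (10nM final) with 10uM D-luciferin and 10uM ATP (Km levels) in 50mM Tris acetate pH 7.5, 10mM Mg acetate, 0.01% Tween-20, 0.05% BSA; qHTS 6-point titration, ~60 µM downward; luminescence read.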
VP16 counter: VP16 counterscreen qHTS for inhibitors of ROR gamma transcriptional activity. Drosophila S2 Gal4-VP16 UAS-luciferase, luminescence, 20 h. Potency, µM (doses to about 53.6 µM), without a hit: at the top dose activity, negative = inhibition, most hits filed as inhibitors. 310,000 tested, 3.5% active;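 also: Gal4-VP16 expression switched on by copper sulfate through the metallothionein promoter; potency is read from the fitted curve at half-maximal effect; % is scaled to controls: 0 for no effect and ±100 for the full control effect; nearly all actives have a fitted effect of over 50% in size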
Giardia kill: Small Molecules that selectively kill Giardia lamblia: qHTS | 340,000 tested, 0.15% active | activity change, % at 7.66 µM, hits read low | Giardia lamblia trophozoite viability; in the data active = activity change below about -80%; inconclusive = between about -30% and that limit;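 also: parasites exposed to compound for two days anaerobically before the ATP read; % is scaled to controls: 0 for no effect and ±100 for the full control effect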
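Viability, read as ATP luminescence: trophozoites at 100 cells/well, compound added, 48 hrs anaerobic at 37 deg C, then 15-30 min room-temperature development before reading.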
Menin MLL FP TR: qHTS Assay for Inhibitors Targeting the Menin-MLL Interaction in MLL Related Leukemias: Competition With Texas Red Labeled MLL-derived Mutant Peptide | O00255 | Menin + Texas Red MLL mutant peptide, fluorescence polarization | Potency, µM (series often up to 61.6 µM), for inactives: at the highest dose FP activity change, negative = inhibition, hits mostly inhibitors | 270,000 tested, 0.23% active | AID 1768, 2009; active = well fitted inhibition curve with a large enough effect in the polarisation, with a control signal flat, not every such curve was filed as active; inconclusive = small, poorly fitted or top-dose-only effect, or effect the other way, or a change in a side signal; inactive = no such curve, though single readings can be large or run the other way; the % refers to the polarisation; also: potency is read from the fitted curve at half-maximal effect; % of control where 0% means no effect; many of its hits are not listed in these tables
Target sequence (O00255 whole entry, looked up): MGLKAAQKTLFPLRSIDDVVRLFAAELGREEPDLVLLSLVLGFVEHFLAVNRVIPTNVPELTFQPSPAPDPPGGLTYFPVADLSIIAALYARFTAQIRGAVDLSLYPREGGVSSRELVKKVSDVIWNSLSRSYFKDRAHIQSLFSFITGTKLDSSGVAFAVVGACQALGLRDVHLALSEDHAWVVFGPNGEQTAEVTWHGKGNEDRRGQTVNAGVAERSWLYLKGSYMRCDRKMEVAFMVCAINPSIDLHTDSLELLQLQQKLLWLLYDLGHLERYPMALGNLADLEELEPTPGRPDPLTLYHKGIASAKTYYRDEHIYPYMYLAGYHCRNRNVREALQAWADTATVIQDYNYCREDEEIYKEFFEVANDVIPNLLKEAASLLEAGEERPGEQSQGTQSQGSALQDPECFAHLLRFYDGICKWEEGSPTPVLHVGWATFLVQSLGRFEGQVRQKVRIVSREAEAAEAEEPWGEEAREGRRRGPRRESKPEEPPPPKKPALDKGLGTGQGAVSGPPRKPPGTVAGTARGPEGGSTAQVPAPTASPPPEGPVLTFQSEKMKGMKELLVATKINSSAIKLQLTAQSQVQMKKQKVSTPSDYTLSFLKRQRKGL
BRCA1 expr act: qHTS Assay to Identify Small Molecule Activators of BRCA1 Expression. MCF7-BRCA1-FFLuc reporter, luminescence, 48 h; response scale: scaled: vehicle 0%, 10 µM genistein 100%. Potency, µM (highest dose often 46.1 µM), inactives show at the highest dose activation, most hits filed as activators. 380,000 tested, 1.1% active; also: potency is read from the fitted curve at half-maximal effect; nearly all actives have a fitted effect of over 80% in size; some results filed as inactive show a strong effect at the top dose
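Compounds are tested at multiple concentrations on MCF7 BRCA1-luciferase reporter cells seeded at 2000 per well; after 48 h, a single luminescence end-point is taken and curves fitted to the normalized data.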
PKM2 act: qHTS Assay for Activators of Human Muscle isoform 2 Pyruvate Kinase; Pyruvate kinase PKM (Homo sapiens), P14618; purified PKM2, Kinase-Glo ATP luminescence, activation; response scale: 0% is enzyme alone, no compound; Potency, µM (titrated, usually from 57.5 µM), inactives show top-dose activation, actives largely listed as activators; 260,000 tested, 0.34% active; AID 1631, 2009; also: potency is read from the fitted curve at half-maximal effect; % is scaled to controls: 0 for no effect and ±100 for the full control effect; nearly all actives have a fitted effect of over 55% in size
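hPK-M2, >95% pure; 0.1 mM ADP / 0.5 mM PEP final; imidazole pH7.2 buffer w/ 7 mM MgCl2, 50 mM KCl; 1 h RT; Kinase-Glo lum. Intermediate enzyme activity for dual inhibitor/activator qHTS.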
ELG1 genotoxic: qHTS screen for small molecules that induce genotoxicity in human embryonic kidney (HEK293T) cells expressing luciferase-tagged ELG1; HEK293T ELG1-luciferase reporter, luminescence, 16 h; Potency, µM (titrated, usually from 46 µM), for the others: at the highest dose activity change, positive = activation, usual class: activators; 330,000 tested, 1.3% active; also: potency is read from the fitted curve at half-maximal effect; % of control where 0% means no effect; nearly all actives have a fitted effect of over 60% in size
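After overnight (16 hr) compound treatment at 37 °C, ELG1-luciferase HEK293T cells were lysed with ONE-Glo; luminescence quantified 30 min later at room temperature.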
RORg inh: qHTS for inhibitors of ROR gamma transcriptional activity; Nuclear receptor ROR-gamma (Mus musculus), P51450; Drosophila S2 Gal4-RORgamma UAS-luciferase reporter, 20 h; Potency, µM (series often up to 53.6 µM), for the others: at the top dose activity change, negative = inhibition, most hits filed as inhibitors; 310,000 tested, 5.4% active; AID 2551, 2010; also: potency is read from the fitted curve at half-maximal effect; % is scaled to controls: 0 for no effect and ±100 for the full control effect; nearly all actives have a fitted effect of over 60% in size
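In this cell-based reporter format, copper sulfate (700 uM final) drives Gal4–ROR gamma fusion expression from a metallothionein promoter in Drosophila Schneider cells; compounds preincubated 1 hr, reporter read after 20 hr at ambient temperature.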
NPC1 promoter act: qHTS Assay for NPC1 Promoter Activators; Potency, µM (series often up to 9.22 µM), without a hit: at the top dose activation, hits mostly activators; Huh7 NPC1 promoter luciferase reporter, 24 h; 320,000 tested, 2.4% active;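 also: potency is read from the fitted curve at half-maximal effect; % of control where 0% means no effect; nearly all actives have a fitted effect of over 60% in size; reporter is driven by a mutant NPC1 promoter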
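Stably transfected Huh7 (NPC1 promoter→luciferase), 1500 cells/well in Opti-MEM + 10% FBS, 2 h settle, then compound 24 h at 37 °C. Luminescence after 10 min with Amplite reagent.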
Rab9 prom act: qHTS Assay for Rab9 Promoter Activators | Huh7 Rab9 promoter-luciferase reporter, luminescence, 24 h | Potency, µM (doses to about 9.22 µM), without a hit: top-dose activation, negative = inhibition, actives largely listed as activators | 320,000 tested, 2.8% active; also: potency is read from the fitted curve at half-maximal effect; % of control where 0% means no effect; nearly all actives have a fitted effect of over 60% in size
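Luminescence read-out: Huh7 cells stably expressing Rab9-luciferase, treated 24 h with compound at 37 °C, then lysed with luciferase reagent for 10 min at ambient before reading.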
* hit, by the source's call; ? = inconclusive; . = not tested or not shown; [ ] = another dose, or the depositor's remark. Unless noted, calls follow the shape of the dose curve; as a rule, active = well fitted curve in the direction sought with a large enough effect; inconclusive = small, poorly fitted or top-dose-only effect, or another doubt; inactive = no such curve, though single readings can be large; an effect the other way counts as inactive or inconclusive. These rows are one share of the data; the hit share may differ from the screen's.

SMILES	p53 reactivation	FLuc modulator	VP16 counter	Giardia kill	Menin MLL FP TR	BRCA1 expr act	PKM2 act	ELG1 genotoxic	RORg inh	NPC1 promoter act	Rab9 prom act
COc1ccc(S(=O)(=O)/N=C2\C=C(NS(=O)(=O)c3ccccc3)C(=O)c3ccccc32)cc1	9.7%	15.1µM*	-26.1%	-23.2	-2.7%	-100.9%	-18.0%	9.7%	-36.9%	25.8%	22.9%
Cn1c(N)c(Sc2ccc(F)cc2)c(=O)n(C)c1=O	-0.7%	-1.2%	-2.1%	20.1	0.2%	0.0%	17.0%	4.5%	9.3%	-2.1%	-5.4%
Cc1nn(-c2ccccc2)c(Cl)c1C(=O)NC1CCCCC1	2.1%	-8.7%	3.2%	-19.2	?	18.2%	-4.0%	0.4%	19.0%	-0.2%	3.8%
CC(C)CC(c1nnnn1CC1CCCO1)N1CCN(C2CCCC2)CC1 (centres undefined)	7.2%	-0.2%	11.9%	-1.9	?	-33.2%	-5.0%	0.9%	-9.8%	-2.5%	-0.9%
COc1ccc(S(=O)(=O)n2nc(OC(=O)C3CCCCC3)cc2N)cc1	-2.2%	-9.7%	-4.4%	10.0	-4.7%	-5.1%	-6.8%	-4.9%	-26.4%	0.1%	-0.3%
O=S(=O)(NCc1ccccn1)C(F)(F)F	2.1%	-5.9%	?	49.6[activator]	14.6%	1.5%	-5.5%	-0.2%	1.41µM*	5.7%	-5.6%
CCCCOc1ccc(C(=O)N/C(=C/c2cccc([N+](=O)[O-])c2)C(=O)O)cc1	-1.5%	-15.9%	-1.7%	-1.2	?	7.9%	4.2%	1.8%	-7.0%	-1.2%	-4.7%
CC1CN(CC(=O)NN=C(c2ccccc2)c2ccccc2)CC(C)O1 (centres undefined)	-1.3%	4.2%	14.1%	11.5	?	-27.2%	-0.1%	0.1%	14.0%	-2.1%	1.1%
Cc1cc(C)n2nc(CNS(=O)(=O)c3ccc(CC(C)C)cc3)nc2n1	.	1.0%	3.3%	13.5	-10.4%	-1.5%	-3.5%	-0.3%	-1.4%	0.4%	-1.3%
CCCCn1c(Oc2ccc(C(=O)OC)cc2)nc2c1c(=O)n(C)c(=O)n2C	2.9%	-1.4%	-0.3%	1.6	-23.0%	-9.4%	-1.5%	-13.6%	-3.4%	0.1%	-2.0%
Cc1cc(Cl)ccc1OCC(=O)Nc1ccncc1	-8.0%	15.1µM*	?	-6.1	18.8%	0.0%	-0.9%	?	?	-5.7%	-12.8%
CCN(CC)C(=O)C(=O)c1cccn1-c1cccc(Cl)c1C#N	-4.2%	-0.5%	1.3%	7.3	.	0.0%	-2.0%	4.4%	5.0%	0.6%	1.9%
O=C(N/N=C/c1ccc(N2CCOCC2)s1)c1ccccc1Cl	-1.4%	?	?	-10.8	10.7%	45.4%	.	8.6%	7.94µM*	-2.4%	6.2%
COc1ccc(CC(C)CC(=O)Nc2ccc(OC)cc2)cc1 (centres undefined)	5.2%	-0.7%	-2.8%	0.0	12.1%	14.1%	.	-5.2%	4.6%	4.4%	-4.1%
O=C(O)C1CCCN1C(=O)Nc1ccccc1 (centres undefined)	1.3%	2.4%	-6.6%	-2.6	2.8%	-4.6%	-8.1%	6.7%	-2.4%	0.2%	9.9%
Cc1ccc(CN2C(=O)N/C(=C\c3ccc(N4CCOCC4)cc3)C2=O)cc1	-3.3%	-19.3%	11.2µM*	-3.5	30.7%[activator]	-36.6%	1.5%	13.9%	-72.5%	-0.5%	-4.8%
CCC1CCCN1Cn1cnc2c([nH]c3ccc(OC)cc32)c1=O (centres undefined)	-7.7%	0.8%	-26.7%	0.3	?	13.0%	16.2%	1.9%	-41.3%	-2.1%	-1.5%
CN(C)C1(CNC(=O)C2CCN(S(=O)(=O)c3cccc(C(F)(F)F)c3)CC2)CCCCC1	?	3.0%	-0.7%	-15.7	.	-18.2%	-5.2%	-2.1%	-18.9%	-6.0%	0.0%
O=C(Nc1ccccc1Cl)c1cc[n+](Cc2ccc([N+](=O)[O-])cc2)cc1	-3.8%	1.0%	0.4%	1.4	0.0%	-0.7%	0.1%	0.7%	19.8%	-0.5%	-2.6%
CCOc1ccc(NC(=O)CN(C)C(=O)c2ccccc2Cc2ccccc2)cc1OCC	-10.8%	0.3%	.	0.5	.	-26.4%	.	-3.0%	.	-3.5%	-3.2%
O=C(/C=C\c1ccc2c(c1)OCO2)NC1(C(=O)Nc2ccc3c(c2)OCCO3)CCCCC1	-14.0%	-3.1%	-2.7%	16.6	-13.5%	-29.2%	-11.7%	-5.0%	3.9%	0.6%	0.6%
Cn1c(-c2ccc(-c3ccccc3)cc2)c[nH]c1=S	26.3%	?	2.24µM*	-4.4	6.0%	69.2%	-0.2%	0.5%	0.794µM*	?	?
Cc1cccc(OCCC(=O)Nc2ccc(C)c(S(=O)(=O)N3CCCCC3)c2)c1	-0.6%	1.1%	?	19.8	24.4%	-86.7%	-0.3%	-3.4%	?	-5.7%	-1.1%
O=C(/C=C/c1ccccc1Cl)NC1CCCCC1	.	10.7µM*	?	-28.0	1.5%	?	-0.7%	?	-13.1%	2.82µM*	3.55µM*
COc1ccccc1CNC(=O)[C@H](C)NC(=O)C1CCN(C(=O)[C@@H](N)CC(C)C)CC1	.	1.8%	-3.8%	8.4	-2.5%	10.7%	-0.4%	0.9%	7.4%	0.8%	-0.2%
CCC(CC)COC(=O)C(C#N)c1nc2ccccc2nc1N1CCOCC1 (centres undefined)	-16.8%	-12.7%	-5.8%	0.1	-0.3%	-25.7%	8.8%	0.7%	40.2%	-2.1%	-0.6%
Cc1cc(NC(=O)C(C)SCC(=O)Nc2ccc(Br)cc2Br)no1 (centres undefined)	1.9%	1.6%	.	-3.9	.	-5.1%	.	?	.	0.3%	-3.4%
Cc1nnn(C23CC4CC(CC(CC(=O)Nc5cccc(F)c5)(C4)C2)C3)n1	-0.9%	3.4%	2.9%	8.8	-1.8%	-36.4%	7.3%	-2.8%	9.3%	-2.6%	-6.9%
Cc1ccc2nc(N(CCN(C)C)C(=O)/C=C/c3cccs3)sc2c1	9.4%	3.4%	?	-0.8	3.0%	-21.9%	-5.2%	4.1%	-9.3%	-2.0%	-5.7%
COc1cccc(CCNC(=O)c2ccc(C#N)cc2)c1	6.2%	?	-10.6%	-0.9	10.5%	52.9%	-1.9%	16.9%	3.5%	24.8%	?
COCCSc1nnc(NC(=O)C2CC(=O)N(c3ccc(C)cc3)C2)s1 (centres undefined)	-2.1%	?	3.5%	29.4	-14.9%	5.5%	1.8%	-0.3%	11.9%	-5.2%	-0.2%
Cc1c(NC(=O)c2cc(-c3ccco3)on2)c(=O)n(-c2ccccc2)n1C	-5.5%	0.6%	3.3%	-0.2	-20.8%	-14.4%	-10.4%	-0.4%	-5.7%	-2.0%	-0.2%
CCC(CC)c1nnc(NC(=O)c2ccco2)s1	7.4%	-27.0%	-3.1%	-2.4	-3.1%	67.1%	2.5%	10.8%	-1.4%	-4.2%	3.5%
CC1CCc2nc(NC(=O)CN3CCOCC3)sc2C1 (centres undefined)	17.9%	?	4.7%	-14.0	13.9%	?	1.9%	?	37.8%	22.6%	?
N#Cc1c(Nc2ccc(F)cc2)sc(C(=O)c2ccccc2)c1N	-6.3%	0.4%	3.9%	-29.2	-1.3%	-39.0%	5.7%	-4.0%	26.1%	-4.8%	-15.7%
Cc1cc(=O)oc2cc(OCC(=O)Nc3cccc(S(=O)(=O)N(C)C)c3)ccc12	6.7%	4.3%	-5.9%	13.4	-26.2%	1.1%	-1.7%	2.7%	15.0%	-4.4%	-8.3%
CCOCCCNC(=O)c1ccc(N2CCCC2)c(NS(=O)(=O)c2ccc(C)cc2)c1	7.6%	1.6%	-12.4%	0.2	-3.5%	17.3%	1.9%	-7.9%	11.6%	-1.5%	-5.2%
